TCR-CD3 inh: inhibitors of human TCR-CD3 interaction | inhibition, % at 9.4 µM | 360,000 compounds, 0.37% hits | AID 651800 | TAMRA-labeled TCR probe fluorescence, biochemical; in the data active = inhibition above about 19%;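 also: recombinant mutant TCR 2C K166C tagged with TAMRA read by polarization; 0% = receptor in buffer alone and 100% = receptor with positive control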
HTRA1 inh: blocks human HTRA1 serine peptidase. Q92743. recombinant HTRA1, FP-rhodamine activity-based probe, fluorescence polarization. inhibition, % at 5.96 µM. 340,000 compounds, 0.5% hits. AID 504803; in the data active = inhibition above about 36%;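 also: 0% = enzyme with DMSO and 100% = wells lacking enzyme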
Target sequence (Q92743 whole entry, looked up): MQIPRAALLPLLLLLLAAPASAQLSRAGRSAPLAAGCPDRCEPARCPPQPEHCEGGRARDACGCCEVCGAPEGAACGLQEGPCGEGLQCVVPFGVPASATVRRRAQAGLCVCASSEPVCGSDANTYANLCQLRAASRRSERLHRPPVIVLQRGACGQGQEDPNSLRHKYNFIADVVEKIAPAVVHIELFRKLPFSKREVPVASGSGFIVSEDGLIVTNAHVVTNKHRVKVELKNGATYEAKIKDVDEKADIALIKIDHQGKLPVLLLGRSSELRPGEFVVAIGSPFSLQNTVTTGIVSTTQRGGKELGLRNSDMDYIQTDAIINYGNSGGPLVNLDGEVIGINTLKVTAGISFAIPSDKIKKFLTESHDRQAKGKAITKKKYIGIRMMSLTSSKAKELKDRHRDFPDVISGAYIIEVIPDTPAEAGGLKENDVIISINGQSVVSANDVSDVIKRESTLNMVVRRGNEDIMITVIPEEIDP
TDP2 absorb: blocks human TDP2 phosphodiesterase activity | recombinant TDP2, T5PNP hydrolysis, p-nitrophenol absorbance 415 nm | inhibition, % at 12.8 µM | 370,000 compounds, 0.34% hits | AID 720702;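 active = inhibition above the mean of all tested compounds plus 3 SD, set per campaign, cut at about 25% in these data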;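 also: 0% = DMSO with enzyme and 100% = buffer with substrate but no TDP2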
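test system = human TDP2 enzyme | input = TDP2 enzyme at 120 nM final | medium = 50 mM Tris-HCl pH 7.5 with Mg2+, KCl, DTT, BSA | also added = T5PNP substrate, 5 mM | times = 2 h at 37 °C | technique = epi absorbance | benchmarks = high control without enzyme, low control DMSO plus TDP2 | replication = each compound tested once, singlicate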
mABHD4 FP: ABHD4 (mouse) inhibition, primary FP screen. 370,000 compounds, 0.54% hits. purified mABHD4, FP-Rh probe fluorescence polarization. inhibition, % at 8.92 µM. Q8VD66;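 active = inhibition exceeding the mean over every tested compound plus 3 SD, cut at about 30% in these data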;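 also: 0% = plate median of compound wells and 100% = S159A mutant with DMSO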
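Test system: mouse ABHD4 enzyme, wild type. Reagent: FP-Rh fluorescent activity-based probe, added after compound pre-incubation. Timing: pre-incubation 45 min, probe exposure 60 min, at 25 °C. Technique: FP readout, ex 525 nm / em 598 nm. Benchmarks: high control S159A mutant with DMSO, low control median of compound wells.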
SIAE inh: inhibitors of human sialic acid acetylesterase SIAE; 370,000 compounds, 0.69% hits; Q9HAT2; inhibition, % at 9.66 µM; SIAE FP-Rh probe binding, fluorescence polarization;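 active = inhibition above a cutoff: mean of compounds within the control limits plus 3 SD of those, cut at about 17% in these data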;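 also: 0% = plate median of compound wells and 100% = probe without SIAE protein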
Target sequence (Q9HAT2 whole entry, looked up): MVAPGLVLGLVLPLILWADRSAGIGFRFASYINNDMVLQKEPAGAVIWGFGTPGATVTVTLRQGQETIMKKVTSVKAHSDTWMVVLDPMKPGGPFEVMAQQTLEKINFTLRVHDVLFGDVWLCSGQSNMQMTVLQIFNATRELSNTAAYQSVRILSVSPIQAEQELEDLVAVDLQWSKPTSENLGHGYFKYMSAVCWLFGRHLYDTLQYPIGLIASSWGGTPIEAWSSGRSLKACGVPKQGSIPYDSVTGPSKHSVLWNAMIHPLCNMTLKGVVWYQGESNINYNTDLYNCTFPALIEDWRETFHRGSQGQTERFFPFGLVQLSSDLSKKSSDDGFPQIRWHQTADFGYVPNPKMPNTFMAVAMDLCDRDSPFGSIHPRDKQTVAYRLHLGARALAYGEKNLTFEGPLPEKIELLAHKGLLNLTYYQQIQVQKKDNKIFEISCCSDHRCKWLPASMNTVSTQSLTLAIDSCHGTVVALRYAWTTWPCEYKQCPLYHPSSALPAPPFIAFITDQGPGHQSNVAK
LEDGF integ inh: blocks HIV-1 LEDGF/p75-dependent DNA integration | TR-FRET IN-LEDGF/p75 DNA integration, Eu/Cy5 | inhibition, % at 3.7 µM | 370,000 compounds, 0.64% hits | AID 743269;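 active = inhibition above the screen-wide mean plus 3 SD, cut at about 13% in these data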;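 also: signal is the Cy5 over europium emission ratio at 671 and 618 nm; 0% = plate median of compound wells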
PRMT1 inh: inhibitors of human PRMT1. Q99873. recombinant PRMT1, activity-based probe fluorescence polarization. inhibition, % at 2.79 µM. 370,000 compounds, 1.3% hits. AID 652257;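 active = inhibition above about 21% made by adding two undisclosed values, limit read from the data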
PG9 Ab binder: small molecules binding HIV-1 gp120 antibody PG9; TR-FRET gp120-PG9 antibody binding; inhibition, % at 6.7 µM; 360,000 compounds, 0.43% hits; in the data active = inhibition above about 8.5%
NR1D1 modulator: modulates human Rev-erb alpha binding to DNA. 370,000 compounds, 0.79% hits. activity, % at 10 µM. P20393. Rev-erbα–FITC-DNA binding, fluorescence polarization, 90 min;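 active = activity above about 14%, limit read from the data; passing the limit was not always enough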;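 also: 0% = DMSO wells with 35 nM protein and 100% = DMSO wells with 750 nM protein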
rCAG binder: r(CAG) repeat RNA binding. TO-PRO-1 dye displacement fluorescence. inhibition, % at 3 µM. 370,000 compounds, 1.3% hits. AID 651821;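 active = inhibition above the plate cutoff, the mean of all test compounds on that plate plus 3 SD, cut at about 35% in these data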;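 also: 0% = DMSO alone and 100% = 100 µM mitoxantrone as full dye displacement; higher means more dye released from RNA so lower well fluorescence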
The depositor's hits bear a star; · = no result given. A portion of the library. The share of hits here may be higher or lower than overall.

Structure	mABHD4 FP	PRMT1 inh	TDP2 absorb	HTRA1 inh	TCR-CD3 inh	NR1D1 modulator	PG9 Ab binder	LEDGF integ inh	rCAG binder	SIAE inh
C=CCNC(=S)N/N=C(\C)c1ccccn1	14.8	-1.1	1.5	-1.7	-0.1	1.2	-2.2	-5.4	-3.0	1.9
CC1=NN(C(N)=S)C(=O)C1N=Nc1ccc(Br)cc1 (configuration not stated)	6.7	0.3	-7.4	7.6	-3.6	12.4	-2.3	8.4	1.2	3.6
COCCCNCCCOc1ccc(Cl)cc1Br	8.7	-1.2	1.0	-0.3	-8.6	-1.0	-2.2	1.4	-0.4	-0.9
O=C(CCN1C(=O)NC2(CCCC2)C1=O)Nc1cccc(S(=O)(=O)N2CCOCC2)c1	4.1	-1.4	-2.9	1.2	1.2	3.4	1.1	0.4	2.5	-0.5
CC(C)(O)/C=C/C[C@](C)(O)C1CC[C@]2(C)C1[C@H](O[C@H]1O[C@@H](CO)[C@H](O)[C@@H](O)[C@@H]1O)CC1[C@@]3(C)CC[C@H](O)C(C)(C)C3[C@@H](O)C[C@]12C (some centres not stated)	3.2	-0.7	-2.4	-7.3	5.9	1.6	-1.2	-2.0	-2.0	-5.4
Cc1ccccc1OCC(=O)OCC(=O)Nc1ccc2c(c1)OCCO2	0.1	4.8	1.6	-1.9	4.0	-0.4	-0.2	1.6	-0.7	-3.8
COc1ccc(/C=N/NC(=O)c2cccnc2)cc1COc1ccc([N+](=O)[O-])c(C)c1	-59.9	2.0	-7.2	·	-4.7	5.7	1.1	1.8	11.0	-79.6
COc1ccc(CCC(=O)NNC(=O)c2cc(Cl)ccc2OC)cc1OC	0.9	-0.4	6.0	-2.1	-3.0	1.3	2.7	2.3	-4.3	-0.1
Cc1[nH]c2ccc(F)cc2c1CCN(Cc1ccncc1)C(=S)Nc1ccccc1	1.7	1.3	-5.7	-21.6	3.8	-3.7	-0.6	4.4	7.8	7.7
N#Cc1c(N)n(-c2ccc(C(=O)O)cc2)c2nc3ccccc3nc12	0.0	1.9	11.8	-0.2	0.7	1.1	1.5	-2.5	-4.3	-7.0
COc1ccc(-c2nnc(Sc3nc4ccccc4o3)c3ccccc23)cc1	-5.0	-2.8	-3.3	-21.2	-4.0	0.7	-0.1	-2.8	2.1	-8.2
Cc1ccc(CNC(=O)CN(C(=O)N2CCN(C)CC2)S(=O)(=O)c2ccc(C)cc2)cc1	-4.3	-3.5	7.1	0.8	-1.4	0.2	0.6	4.9	0.0	7.4
COc1ccccc1CNC(=O)c1cc(-c2ccncc2)nc2c(Cl)cccc12	-10.5	0.2	-2.2	-15.3	4.1	2.0	-1.1	2.5	5.4	-2.4
COc1ccc(OC)c(C(=O)CSc2nnc(Cc3cccs3)n2CCc2ccccc2)c1	-10.5	2.5	-9.9	-37.6	-4.8	3.1	-1.1	-5.8	-1.6	-1.3
Cc1ccc(N2C(=O)c3ccccc3NC2C(C)Cc2ccc3c(c2)OCO3)cc1 (configuration not stated)	-8.5	1.9	-2.1	-44.9	-6.4	-3.1	0.9	0.9	2.2	-3.5
CCc1ccc(NC(=O)CS(=O)CC(=O)NC(C)CCc2ccco2)cc1 (configuration not stated)	3.2	2.9	2.6	-9.7	-8.4	4.2	0.9	1.6	3.5	-1.5
O=C(CCc1ccccc1)Nc1ccc(S(=O)(=O)NC2=NCCCCC2)cc1	-0.4	-3.9	13.0	-5.0	7.3	8.8	-0.9	0.1	4.1	-0.1
Cc1c(C(=O)NCc2ccc(C(F)(F)F)cc2)sc(=O)n1Cc1cccc(F)c1	-12.9	5.5	2.2	·	-5.9	3.7	-1.0	-1.6	-2.4	-8.9
COc1ccc(C(C)=O)cc1Cn1c(C)c(C(=O)NCc2ccc(C(F)(F)F)cc2)sc1=O	-9.0	-1.9	3.5	·	8.9	-3.3	-0.7	-0.5	0.4	-9.9
COc1cc2cc(Br)cc(Br)c2nc1C	-9.1	0.8	-10.0	-12.0	-0.9	36.6*	47.5*	6.7	4.4	-3.2
CC(C)c1ccc(-c2cc(C(=O)N3CCOCC3)c3cc(Br)ccc3n2)cc1	8.2	4.5	-8.3	-1.2	2.3	63.1*	16.8*	3.0	-0.1	-1.4
CC(=O)NC1=C(NC2CCS(=O)(=O)C2)C(=O)c2ccccc2C1=O (configuration not stated)	4.3	43.9*	18.7	1.8	1.8	9.6	-12.7	4.7	2.8	0.6
Cc1ccc(C(=O)NCCNC(=O)c2ccco2)cn1	6.1	-0.1	8.4	0.0	2.9	0.9	-1.7	-3.8	-2.1	2.9
Nc1nc(SCC(=O)Nc2cc(-c3ccccc3)nn2-c2ccccc2)n[nH]1	-13.8	2.3	3.1	-6.9	10.3	-6.2	-2.8	-1.2	6.3	-1.4
Cc1ccc(NC(=O)NCc2cccn2C)cc1C	5.0	-2.1	-2.6	-1.6	9.4	1.8	-1.2	0.1	-1.8	-5.0
COC(=O)Cn1c(CN(Cc2ccccc2)Cc2ccccc2)nc2c1c(=O)[nH]c(=O)n2C	5.7	-5.2	0.9	-0.2	-0.3	-3.3	1.8	-2.2	-9.2	-0.8
COc1ccc(-c2ccc(=O)n(CC(=O)NC3CCc4ccccc43)n2)cc1OC (configuration not stated)	1.2	0.2	-7.2	6.1	0.1	0.0	-1.0	-4.5	-1.7	0.7
O=S(=O)(N1CCCCCC1)N1CCN(S(=O)(=O)N2CCOCC2)CC1	-2.6	-0.8	-12.1	1.3	6.7	-3.5	-3.0	-1.8	-3.4	-2.6
COc1ccc(-c2ccccc2)cc1NCc1ccccc1C	3.3	1.9	-10.7	9.4	-2.5	-6.4	-2.2	6.3	8.4	4.5
O=C(c1ccc(OC2CCN(CCc3ccccc3)CC2)cc1)N1CCCCC1CCCO (configuration not stated)	-0.6	1.3	-14.7	4.9	-2.3	-2.5	3.4	1.3	-4.9	-5.9

Results in mABHD4 FP and PG9 Ab binder, for 2 of the compounds above:
| SMILES | mABHD4 FP | PG9 Ab binder |
| --- | --- | --- |
| CCc1ccc(NC(=O)CS(=O)CC(=O)NC(C)CCc2ccco2)cc1 (configuration not stated) | 3.2 | 0.9 |
| Cc1c(C(=O)NCc2ccc(C(F)(F)F)cc2)sc(=O)n1Cc1cccc(F)c1 | -12.9 | -1.0 |

The list goes on.
Structure	mABHD4 FP	PRMT1 inh	TDP2 absorb	HTRA1 inh	TCR-CD3 inh	NR1D1 modulator	PG9 Ab binder	LEDGF integ inh	rCAG binder	SIAE inh
Cc1ccc(C(=O)Cn2cc([N+](=O)[O-])nc2C)cc1	2.5	3.3	-4.3	-2.8	-1.8	0.7	2.4	0.7	-3.0	1.0
C/C(=N\NC(=O)c1nnn(-c2nonc2N)c1CN1CCc2ccccc21)c1ccccc1O	-11.3	5.2	-22.4	9.4	3.8	8.3	-1.5	-2.9	7.4	2.4
O=C(Nc1cc(C(F)(F)F)ccc1N1CCOCC1)C1CC1	1.0	1.8	-5.7	7.9	-2.7	-6.3	-0.7	-1.4	-0.6	7.6
O=C(O)C1(P(=O)(c2ccccc2)c2ccccc2)CCCC1	-4.0	-1.7	1.1	7.4	4.7	-3.5	0.0	1.9	-3.8	6.1
CCOc1ccc(-c2nc(C#N)c(NCc3ccc4c(c3)OCO4)o2)cc1	-0.2	-1.5	-1.0	3.6	4.3	-2.6	-0.6	0.9	4.4	17.8*
CC(=O)c1cccc(NC(=O)c2ccc(N(Cc3ccc(C)cc3)S(C)(=O)=O)cc2)c1	-24.5	-0.6	3.2	-35.7	0.1	-3.7	-3.0	1.6	0.4	-34.2
CCOc1ccc(Cc2noc3c2C(=O)CCC3)cc1OCC	-2.1	-1.8	1.4	4.2	1.9	3.2	-2.5	2.6	1.6	-1.8
CSc1nc(N)n2nc(C(C)(C)C)cc2n1	-2.6	7.0	11.7	4.4	-5.3	1.0	2.0	-1.1	0.2	-2.9
CCOC(=O)N1CCC(Nc2ccc(N3C(=O)C4CCCCC4C3=O)cc2[N+](=O)[O-])CC1 (configuration not stated)	5.6	-3.1	5.6	-1.9	0.6	1.1	-2.2	-1.4	0.5	10.2
COc1ccc(C(=O)N2CCC(N3CCN(c4ccccc4)CC3)CC2)cc1OC	10.5	-2.6	5.1	-5.2	-4.6	-2.1	1.6	6.2	-8.2	14.8
Nc1ccc(Nc2ccccc2)c(Cl)c1	21.2	4.1	3.5	34.5	-3.1	2.1	-5.0	-3.9	2.8	13.7
COc1ccc(OCCCC(=O)Nc2ccc3c(c2)OCO3)cc1	1.0	-0.4	16.2	-1.9	2.7	-1.1	-2.3	0.9	-0.8	2.2
CSCCC(NC(=O)c1ccco1)C(=O)Nc1cc(C)ccn1 (configuration not stated)	-3.4	0.6	-0.6	-0.2	-4.9	2.8	0.9	-6.6	-4.3	-1.8
CCCc1nnc(NC(=O)CCC(=O)N2CCCCC2CC)s1 (configuration not stated)	-5.6	1.0	4.0	-1.1	-0.9	0.1	-2.6	0.7	-10.7	-1.2
COCCNC(=O)CN(c1cc(Cl)ccc1OC)S(=O)(=O)c1ccc(C)c([N+](=O)[O-])c1	2.5	0.4	2.2	-4.7	-5.3	-2.2	-1.4	-4.8	-4.7	-5.0
COc1cc(C(=O)N/N=C/c2sc(=O)n(-c3ccccc3)c2Cl)cc(OC)c1OC	-2.8	0.0	-6.9	1.3	1.2	3.0	0.6	-1.0	2.8	-0.5
CN(C)Cc1c(C(=O)N/N=C/c2ccccc2OCc2c(F)cccc2Cl)nnn1-c1nonc1N	1.2	-1.9	-3.5	-27.0	5.6	15.5	-0.5	2.6	3.0	-20.3
Cc1cc(C)c(C(=O)Nn2c(C)nc3ccccc3c2=O)cc1C	-8.7	-2.1	-9.4	2.9	-1.1	10.5	-0.7	7.5	3.9	-7.2
Cc1ccccc1-c1nc(CN2CCC(C(=O)O)CC2)c(C)o1	-8.5	-4.6	4.8	-4.7	2.8	1.2	0.1	0.5	1.4	-0.1
COc1ccc(/C(C)=N/NC(=O)c2ccc(CSc3cccc4cccnc34)cc2)cc1OC	-11.4	-0.7	-17.5	-13.6	4.5	1.5	-2.2	-0.9	5.9	-8.6
CC1(C(=O)NS(=O)(=O)c2cccc(F)c2)CCN1C(=O)c1cccc(F)c1 (configuration not stated)	-8.0	-3.5	-0.4	·	-1.0	1.4	-1.3	3.0	4.9	4.8
CCC(=O)N1c2ccc(S(=O)(=O)CCC(=O)Nc3ccc(OC)cc3OC)cc2CC1C (configuration not stated)	3.2	2.4	3.1	8.1	11.0	2.7	0.3	-1.4	-1.3	2.5
Cc1cccc(C)c1NC(=O)NCCCN1CCN(c2ccccc2)CC1	0.8	-2.8	4.6	6.4	9.9	-1.8	-0.4	-1.1	-8.1	-3.0
CCC1C(=O)C[C@H]2CCN3C(=O)CCCC1C23 (some centres not stated)	-3.5	4.2	-5.2	3.8	-4.2	-0.5	-1.5	-2.5	-1.0	4.4
Fc1ccccc1SCc1nnc(-c2ccccc2Br)o1	-7.6	0.5	-20.8	-10.6	-0.5	1.6	-0.1	3.9	1.7	-4.0
